Screening results from PubChem BioAssay.
GPR35 arrestin U2OS – inhibition of zaprinast-stimulated GPR35 beta-arrestin translocation – imaging, U2OS, beta-arrestin-GFP, zaprinast agonist, primary screen (AID 2058); U2OS GPR35 beta-arrestin-GFP translocation imaging, zaprinast antagonism; higher % means a stronger effect; one-dose inhibition, % at 10 µM; IC50 in µM for titrated hits; 290,000 tested, 0.052% active;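 active = inhibition of at least 50% with at least 30 cells and total cytoplasm GFP at most 10,000,000; inconclusive = under 30 cells or total GFP of 10,000,000 plus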
LYP inhibition – inhibitors of LYP phosphatase, biochemical, fluorescence intensity, uHTS (AID 1779) | inhibition, % at 11.5 µM, or IC50 in µM where a hit was titrated | 290,000 tested, 0.054% active | recombinant LYP phosphatase, fluorescence intensity; higher % means a stronger effect; in the data active = inhibition above about 50%;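 also: plate controls were vehicle with enzyme for no effect and no enzyme for full effect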
Large T inhibition – TAg ATPase/helicase activity blockers – biochemical (AID 1903); inhibition, % at 20 µM, or IC50 in µM where a hit was titrated; SV40 large T antigen ATPase/helicase inhibition assay; higher % means a stronger effect; 310,000 tested, 0.39% active; in the data active = a potency from the dose series; inconclusive = inhibition mostly from about 32% at the one dose, without a potency; inactive = the rest, 99 in 100 with inhibition below about 32%; also: strong numbers were not always called active
Salmonella PhoP GFP – PhoP-dependent GFP reporter repression – Salmonella Typhimurium, primary screen (AID 1863); S. Typhimurium PhoP-regulated promoter GFP reporter, 4 h; higher % means a stronger effect; inhibition, % at 50 µM; hits with a dose series show IC50 in µM; 300,000 tested, 0.16% active;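 active = inhibition over 29.93%, a cutoff 3 SD above the screen mean, later confirmed by dose response; inconclusive = inhibition over 29.93% but no dose response follow-up; inactive = inhibition at most 29.93% or unconfirmed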;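 also: 0% = low Mg2+ inducing control and 100% = high Mg2+ repressing control; strong numbers were not always called active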
NS5 inhibitors – flavivirus cap methylation enzyme inhibition – biochemical, confirmation dose response, primary screen (AID 588689) | Dengue-2 NS5 methyltransferase capping enzyme assay, biochemical; higher % means a stronger effect | inhibition, % at 25 µM; hits with a dose series show IC50 in µM | 340,000 tested, 0.3% active; in the data active = a potency from the dose series; inconclusive = inhibition above about 29% without an active follow-up result
MgcRacGAP inhibition – MgcRacGAP GTPase-activating activity inhibitors, confirmation, biochemical, ADP Hunter fluorescence. MgcRacGAP-stimulated Rac1 GTP hydrolysis, ADP Hunter fluorescence; higher % means a stronger effect; GST-tagged Rac1 F28L mutant substrate. one-dose inhibition, % at 30 µM; IC50 in µM for titrated hits. 340,000 tested, 0.6% active. AID 624330;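 active = first-screen hits whose inhibition reached a set limit at any dose in the follow-up dose series; inconclusive = inhibition above the set first-screen limit but never retested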;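 also: fluorescence reports GDP produced by GAP-driven GTP hydrolysis; strong numbers were not always called active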
West Nile virus CPE – inhibition of WNV-induced cytopathic effect – cell-based, CPE readout (AID 1621); one-dose CPE inhibition, % at 10 µM; IC50 in µM for titrated hits; West Nile virus-infected cells, CPE inhibition; higher % means a stronger effect; 290,000 tested, 0.02% active; in the data active = a potency from the dose series; inconclusive = CPE inhibition mostly from about 3.7% at the one dose, without a potency; inactive = the rest, 99 in 100 with CPE inhibition below about 2.2%; also: strong numbers were not always called active
RSV antiviral HEp-2 – RSV antiviral activity via CPE protection, HEp-2 cells, primary 10 µM value included (AID 2391); one-dose CPE inhibition, % at 10 µM; IC50 in µM for titrated hits; HEp-2 cells, RSV-induced CPE inhibition; higher % means a stronger effect; 310,000 tested, 0.13% active; in the data active = a potency from the dose series; inconclusive = CPE inhibition mostly from about 23% at the one dose, without a potency; inactive = the rest, 99 in 100 with CPE inhibition below about 21%; also: strong numbers were not always called active
ER stress rescue – protection against thapsigargin-triggered cell killing – 384-well, CSM14.1, ATP luminescence, primary screen (AID 1222). one-dose cellular ATP content (survival), % at 20 µM; EC50 in µM for titrated hits. CSM14.1 thapsigargin-induced death rescue, ATP luminescence; higher % means a stronger effect. 190,000 tested, under 10 active;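 active = EC50 below 50 µM in the dose-response confirmation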;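 also: death triggered by thapsigargin at about 15 µM added after 2 h compound pretreatment; cell ATP read after overnight thapsigargin exposure of roughly 18 to 22 hours; normalized against plate controls of thapsigargin alone and 5% DMSO vehicle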
Active calls of the source: *; ? = inconclusive; . = not tested or not shown. Compounds as they come (roughly 1.5% active in at least one column).

SMILES	GPR35 arrestin U2OS	LYP inhibition	Large T inhibition	Salmonella PhoP GFP	NS5 inhibitors	MgcRacGAP inhibition	West Nile virus CPE	RSV antiviral HEp-2	ER stress rescue
Cc1ccc(NC(=O)CSc2nnc(-c3cccs3)o2)cc1S(=O)(=O)N(C)C	7%	-2%	10%	-4%	.	.	0.2%	2.2%	-0.2%
Cc1c(NC(=O)COC(=O)C(c2ccc(Cl)cc2)C(C)C)c(=O)n(-c2ccccc2)n1C (stereo not drawn)	-14%	-7%	3%	-1%	-6%	6%	-1.3%	-1.7%	-0.5%
O=C1CC(/C=C/c2ccccc2)(C(=O)NC2CCCC2)N1c1ccc(S(=O)(=O)N2CCCC2)cc1 (stereo not drawn)	2%	-5%	-3%	3%	-2%	1%	0.6%	5.7%	-2.1%
CCOc1ccc(CC(=O)NCC(=O)NCc2cc(=O)n(C)c(=O)n2C)cc1	-2%	-1%	12%	-1%	0%	6%	0.1%	2.0%	.
CC1(c2ccccc2)NC(=O)N(NC(=O)COC(=O)c2cc(Br)ccc2O)C1=O (stereo not drawn)	.	.	10%	-5%	1%	4%	.	-0.9%	.
O=C(Nc1ccc(Cl)cc1)NC1CCCC1Cc1ccco1 (stereo not drawn)	-1%	2%	9%	0%	-33%	-3%	-0.4%	1.1%	.
COc1cc(Br)c(C2C(C#N)=C(N)Oc3n[nH]c(-c4cccnc4)c32)cc1OC (stereo not drawn)	2%	2%	19%	8%	6%	4%	-1.0%	1.8%	-0.4%
O=S(=O)(Nc1ccc(S(=O)(=O)N2CCCCCC2)cc1)c1cccs1	10%	-2%	7%	19%	-1%	2%	0.1%	4.7%	-1.1%
CSCCC(NC(=O)COc1ccccc1)C(=O)N1CCN(C(C)=O)CC1 (stereo not drawn)	7%	-10%	14%	5%	3%	4%	-0.3%	1.3%	.
Cn1cccc1/C=C1\SC(=S)N(NC(=O)c2ccc(Cl)cc2)C1=O	-10%	7%	14%	-7%	-17%	7%	-1.6%	1.3%	-0.9%
COc1cc(/C=C2/SC(=S)NC2=O)ccc1OS(=O)(=O)c1ccc(C)cc1	-15%	8%	28%	-1%	10%	17%	-1.8%	15%	2.4%
O=C(CSc1nnc(NC(=O)c2c(F)cccc2F)s1)Nc1ccc(F)cc1	0%	-2%	3%	-7%	1%	3%	-0.3%	4.1%	3.3%
COc1ccc(S(=O)(=O)N(CC(=O)NC2CC2)c2ccc(C)cc2)cc1	12%	-4%	-2%	-6%	-11%	-2%	-0.9%	1.0%	-1.3%
CC(=O)Nc1ccc(S(=O)(=O)N(C)CC(=O)OCC(=O)c2cc(C)n(-c3ccc4c(c3)OCO4)c2C)cc1	9%	-2%	2%	-5%	-2%	10%	-0.3%	9.5%	-1.1%
COc1ccc(Cn2nnnc2CN2CCCCCC2)cc1	17%	-7%	7%	3%	-1%	11%	-0.9%	-0.7%	2.0%
CCCN(C(=O)C1=COCCO1)c1c(N)n(Cc2ccccc2)c(=O)[nH]c1=O	.	.	3%	-4%	4%	10%	.	-1.0%	.
Nc1nc(SCC(=O)N2CCc3ccccc32)[nH]c(=O)c1-c1ccccc1	-12%	-6%	4%	-9%	4%	11%	0.3%	-1.0%	-0.3%
COC(=O)c1ccccc1NC(=S)N1CCN(c2ccccc2)CC1	-14%	-7%	25%	1%	-9%	5%	-1.4%	0.7%	.
Cc1ccc(N(CC(=O)N2CCCC2)S(C)(=O)=O)c(C)c1	0%	-9%	9%	-2%	.	14%	-0.3%	2.1%	.
COCCNC(=O)[C@H](CSCc1ccccc1)N1Cc2ccccc2C1=O	7%	0%	7%	-1%	-2%	6%	0.2%	1.1%	.

Compound profiles (already shown). Order of screens: GPR35 arrestin U2OS	LYP inhibition	Large T inhibition	Salmonella PhoP GFP	NS5 inhibitors	MgcRacGAP inhibition	West Nile virus CPE	RSV antiviral HEp-2	ER stress rescue
`COc1cc(/C=C2/SC(=S)NC2=O)ccc1OS(=O)(=O)c1ccc(C)cc1` in the list: -15%	8%	28%	-1%	10%	17%	-1.8%	15%	2.4%
`CCOc1ccc(CC(=O)NCC(=O)NCc2cc(=O)n(C)c(=O)n2C)cc1` in the list: -2%	-1%	12%	-1%	0%	6%	0.1%	2.0%	.

(continued)
SMILES	GPR35 arrestin U2OS	LYP inhibition	Large T inhibition	Salmonella PhoP GFP	NS5 inhibitors	MgcRacGAP inhibition	West Nile virus CPE	RSV antiviral HEp-2	ER stress rescue
COc1ccc(-c2nc(CS(=O)CC(=O)NCCN3CCCCC3C)c(C)o2)cc1OC (stereo not drawn)	7%	-7%	0%	-1%	3%	8%	0.2%	-2.3%	.
O=C(CCN1C(=O)C2C3C=CC(C3)C2C1=O)Nc1nccs1 (stereo not drawn)	-1%	-4%	13%	5%	1%	-1%	-0.1%	0.4%	-2.3%
CCOC(=O)c1cc(-c2ccccc2)n(CCC(=O)NC(C)CC)c1C (stereo not drawn)	-1%	-8%	8%	-8%	-6%	1%	-1.4%	-1.2%	0.4%
O=C(NCc1ccccn1)c1ccc(Cl)cc1Cl	-5%	-6%	3%	2%	-3%	9%	-0.5%	-0.2%	2.0%
COc1ccccc1C(=O)COC(=O)c1nc2nc(C)cc(C)n2n1	.	.	1%	1%	-1%	1%	.	-0.2%	.
CCc1ccc(/C(C)=N/NS(=O)(=O)c2ccc(OC)cc2)s1	-5%	-7%	.	.	-4%	17%	-0.4%	.	.
O=C(Nc1cccc(S(=O)(=O)N2CCOCC2)c1)c1ccc(N2CCOCC2)c([N+](=O)[O-])c1	3%	0%	2%	7%	-7%	-2%	-0.8%	4.6%	4.9%
CCCOc1cc(N(CC)CC)ccc1/C=C(/C#N)c1nc2ccc(C)cc2[nH]1	0.57µM*	6%	0%	-7%	?	-1%	-0.1%	10%	-0.7%
Cc1ccc(C(=O)NNC(=O)c2ccc(SCC3CCCO3)c([N+](=O)[O-])c2)cc1 (stereo not drawn)	6%	3%	5%	-6%	-1%	8%	-0.5%	0.8%	-2.3%
COc1ccc([C@H]2/C=C\CN(C(=O)[C@H](Cc3ccccc3)NC(=O)OCC3c4ccccc4-c4ccccc43)CC(=O)N2Cc2ccc(F)cc2)cc1	.	.	15%	.	-3%	10%	-0.6%	-2.2%	.
CC(=O)c1ccc(OCc2cc(C(=O)NC(C)CCn3cccn3)no2)cc1 (stereo not drawn)	-7%	-6%	10%	10%	-3%	1%	0.3%	3.7%	.
COc1ccc(C(=O)CCC(=O)NCc2cc(OC)cc(OC)c2)cc1	9%	-6%	15%	-3%	-6%	7%	0.1%	1.0%	.
CCC(C)NC(=O)C1CCN(S(=O)(=O)c2ccc3[nH]c(=O)ccc3c2)CC1 (stereo not drawn)	12%	-12%	.	.	-1%	1%	-0.3%	-0.8%	.
N/C(=N\O)c1ccc(Cl)cc1Cl	-2%	-3%	5%	-9%	3%	8%	0.3%	.	.
CC(=O)Nc1c2c(nn1-c1ccccc1C)CS(=O)C2 (stereo not drawn)	-8%	-12%	27%	-2%	4%	4%	0.5%	2.8%	.
Cc1c(C=N)c(O)n(C)c(=O)c1C#N	0%	-3%	26%	-8%	9%	5%	-0.1%	.	.
O=C(O)C1CCCCC1C(=O)Nc1ccc(S(=O)(=O)N2CCCCCC2)cc1 (stereo not drawn)	-3%	-1%	3%	0%	-2%	5%	0.5%	2.3%	.
CNC(=O)NC(=O)CSc1ccc(NC(C)=O)cc1	-3%	-6%	6%	4%	-4%	0%	-0.5%	0.1%	1.1%
COC(=O)C1CCN(C2=C(NS(=O)(=O)c3ccc(Cl)cc3)C(=O)c3ccccc3C2=O)CC1	-11%	-4%	24%	-4%	12%	7%	0.8%	1.4%	.
Cc1ccc(C(=O)C(C)OC(=O)Cn2[nH]c(=O)c3ccccc3c2=O)cc1C (stereo not drawn)	-7%	-11%	17%	9%	-3%	6%	-0.2%	0.7%	.
COc1ccc(OC)c(CN2CCN(C(=O)c3cc(S(=O)(=O)Nc4ccccc4OC)ccc3C)CC2)c1	11%	-7%	6%	2%	-5%	-2%	-0.7%	1.4%	.
Cc1ccc(S(=O)(=O)Nc2nc(C)c(C(=O)Nc3ccccc3)s2)cc1	-19%	-4%	7%	8%	.	3%	0.2%	1.7%	-1.3%
Cc1ccc(C2NC(=O)NC3=C2CCc2ccccc23)cc1 (stereo not drawn)	6%	-8%	-28%	-4%	-4%	7%	-0.7%	8.3%	-1.6%
Cc1ccc(SC(=O)c2c(C)noc2-c2cc(C)on2)cc1	-5%	1%	10%	-9%	.	.	0.3%	.	.
COc1ccc(CN(C)CC(=O)c2c(N)n(Cc3ccccc3)c(=O)n(C)c2=O)c(OC)c1	0%	0%	-2%	3%	-5%	11%	-0.1%	-1.7%	-0.6%
Cc1cc(OCC(=O)NCc2cccnc2)ccc1[N+](=O)[O-]	-4%	-2%	3%	-6%	1%	10%	-0.4%	1.3%	-1.0%
CCOC(=O)C1/C(=N\O)CC(C)(O)C(C(=O)OCC)C1c1ccc(N(C)C)cc1 (stereo not drawn)	-7%	-6%	10%	1%	6%	13%	0.6%	-0.7%	-0.6%
CC(=O)c1cccc(NC(=S)NC(=O)c2ccc(C)cc2Cl)c1	-5%	1%	25%	-2%	-4%	0%	-0.5%	6.5%	2.6%
CCN(CC)Cc1c(O)c(Cl)cc2c(C)cc(=O)oc12	0%	-84%	17%	3%	10%	7%	0.4%	.	-0.6%
COc1ccc(C(=O)NCc2cccnc2)cc1OC	0%	2%	20%	-8%	-10%	4%	0.3%	1.6%	-0.7%
COC(=O)c1ccccc1NC(=O)c1ccc(COc2ccc(C)c(C)c2)o1	12%	1%	-5%	5%	-1%	9%	-0.2%	3.5%	1.2%
COc1ccc(NCc2nnc(SCC(=O)Nc3ccccc3)n2C)cc1	-11%	-10%	25%	4%	-3%	10%	0.7%	2.3%	-10%

Four records picked at random from those above:
SMILES	GPR35 arrestin U2OS	LYP inhibition	Large T inhibition	Salmonella PhoP GFP	NS5 inhibitors	MgcRacGAP inhibition	West Nile virus CPE	RSV antiviral HEp-2	ER stress rescue
Cc1ccc(C2NC(=O)NC3=C2CCc2ccccc23)cc1 (stereo not drawn)	6%	-8%	-28%	-4%	-4%	7%	-0.7%	8.3%	-1.6%
CCN(CC)Cc1c(O)c(Cl)cc2c(C)cc(=O)oc12	0%	-84%	17%	3%	10%	7%	0.4%	.	-0.6%
COC(=O)c1ccccc1NC(=O)c1ccc(COc2ccc(C)c(C)c2)o1	12%	1%	-5%	5%	-1%	9%	-0.2%	3.5%	1.2%
CCOC(=O)C1/C(=N\O)CC(C)(O)C(C(=O)OCC)C1c1ccc(N(C)C)cc1 (stereo not drawn)	-7%	-6%	10%	1%	6%	13%	0.6%	-0.7%	-0.6%
